Screening data deposited in PubChem by National Center for Advancing Translational Sciences (NCATS).
IDH1 R132H inh = human IDH1 R132H inhibition. Potency, µM (highest dose often 76.6 µM), for the others: top-dose activity change, negative = inhibition, most hits filed as inhibitors. AID 602179. hit rate 0.093% among 390,000. IDH1-R132H enzyme, NADPH consumption, diaphorase/resazurin fluorescence; further: potency means the concentration at half of the fitted maximal effect; on the % scale 0 is the no-effect control and ±100 the full control effect; nearly all actives have a fitted effect of over 65% in size
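IDH1-R132H (0.5 ug/mL dispensed) in pH 7.5 Tris buffer was preincubated 30 min with compound, then given a substrate mix of 0.016 mM NADPH and 2 mM alpha-KG for 80 min at room temperature; remaining NADPH was read by diaphorase/resazurin fluorescence.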
USP1-UAF1 inh = blocks the human USP1/UAF1 deubiquitinase complex. hit rate 0.23% among 390,000. O94782. Potency, µM (series often up to 57.1 µM), for the others: at the top dose activity change, negative = inhibition, hits mostly inhibitors. recombinant USP1/UAF1, Ub-Rhodamine cleavage fluorescence; further: potency means the concentration at half of the fitted maximal effect; on the % scale 0 is the no-effect control and ±100 the full control effect; nearly all actives have a fitted effect of over 60% in size; inactives centre near -12
Target sequence (O94782 whole entry, looked up): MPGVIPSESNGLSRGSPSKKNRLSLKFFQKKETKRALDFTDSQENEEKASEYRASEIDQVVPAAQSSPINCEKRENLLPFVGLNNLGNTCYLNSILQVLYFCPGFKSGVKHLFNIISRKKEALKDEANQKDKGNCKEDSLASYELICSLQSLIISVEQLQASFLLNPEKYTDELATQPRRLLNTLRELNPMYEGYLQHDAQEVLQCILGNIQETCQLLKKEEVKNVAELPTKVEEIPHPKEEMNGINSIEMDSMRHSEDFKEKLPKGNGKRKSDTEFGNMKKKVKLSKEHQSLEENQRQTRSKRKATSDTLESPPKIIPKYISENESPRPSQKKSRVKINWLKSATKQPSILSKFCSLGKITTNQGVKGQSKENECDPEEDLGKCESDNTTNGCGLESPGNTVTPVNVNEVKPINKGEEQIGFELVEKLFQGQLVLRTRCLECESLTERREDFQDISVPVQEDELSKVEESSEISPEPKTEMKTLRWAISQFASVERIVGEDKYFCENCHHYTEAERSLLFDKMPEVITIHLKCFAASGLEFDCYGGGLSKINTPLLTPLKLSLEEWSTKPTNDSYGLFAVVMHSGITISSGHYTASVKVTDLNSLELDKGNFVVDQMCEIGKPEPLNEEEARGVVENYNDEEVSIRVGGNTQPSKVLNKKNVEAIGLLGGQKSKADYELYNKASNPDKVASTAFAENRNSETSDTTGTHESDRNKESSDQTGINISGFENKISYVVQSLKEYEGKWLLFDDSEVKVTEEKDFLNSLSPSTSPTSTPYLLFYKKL
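In this screen, compounds sit with the deubiquitinase complex (1nM) for 15 min at room temperature before Ub-Rho is added at 150nM final. Fluorescence rise is then followed for 6 reads every 60 seconds.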
TRHR ag = agonists of human TRH receptor; TRHR cells, calcium flux fluo-8, FDSS agonist mode; activation, % at 2 µM; hit rate 0.18% among 360,000; in the data active means activation above about 30%; further: 0% is about no effect
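In this calcium-flux screen, cells bearing human TRHR are dye-loaded with fluo-8, baselined for 10 cycles, then exposed to library compounds; positive kinetic calcium responses during the agonist phase mark hits, with TRH as control.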
D2 antag = D2 dopamine receptor (human) antagonism. HEK293 TREx D2 cells, calcium flux, dopamine EC80. inhibition, % at 10 µM. hit rate 2% among 340,000; in the data active means inhibition above about 30%; further: 0% is about no effect
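Measurement of antagonist activity uses fluorescent calcium dye in inducible HEK293 T-REx D2 cells: 10 s baseline, compound addition with 180 s read, EC80 dopamine addition with a further 180 s read.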
D2 agonist = activates the human D2 dopamine receptor; HEK293 T-REx D2 cells, calcium flux agonist mode; activation, % at 2 µM; P14416; AID 485358; hit rate 0.53% among 340,000;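 active means activation over 3 SD above normal in the single-dose calcium agonist read, cut at about 30% in these data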; further: 0% is about no effect
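In this primary screen, compounds producing a positive calcium signal within 180 s of addition to tetracycline-induced, force-coupled HEK293 Trex D2 cells are flagged; cells are dye-loaded with a no-wash calcium kit beforehand.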
rTrxR1 inhibitor = rat TrxR1 inhibition | O89049 | recombinant rTrxR1, NADPH fluorescence consumption, selenite substrate | AID 588453 | hit rate 1% among 390,000 | Potency, µM (series often up to 114 µM), inactives show at the highest dose activity change, negative = inhibition, most hits filed as inhibitors; further: potency means the concentration at half of the fitted maximal effect; on the % scale 0 is the no-effect control and ±100 the full control effect; nearly all actives have a fitted effect of over 65% in size
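Rat TrxR1 (90 nM in the dispensed reagent) was pre-reduced with 400 uM NADPH for 5 min at room temperature, then incubated with compound for 15 min. After 400 uM selenite was added, NADPH fluorescence (Ex 340/Em 450 nm) was followed for 8 min.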
TRHR enhancer = TRH receptor (human) allosteric enhancement. TRHR cells, fluo-8 calcium fluorescence, EC20 TRH enhancement. enhancement, % at 2 µM. hit rate 0.66% among 360,000; in the data active means enhancement above about 30%; further: 0% is about no effect
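Enhancer read-out: after compound pinning and an initial kinetic agonist-mode read, an EC20 of TRH (10 nM final) was injected and fluo-8 calcium signal (Ex 480/Em 530) followed at 1 s/cycle for 100 cycles in TRHR-expressing cells.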
Pin1 inhibitor = inhibitors of human Pin1. Q13526. Pin1 FP peptide displacement, HiFluor488, 10 min. Potency, µM (series often up to 115 µM), inactives show at the top dose activity, negative = inhibition, actives largely listed as inhibitors. hit rate 0.009% among 390,000. AID 504891; active means well fitted inhibition curve with a large enough effect in the polarisation, with a control signal flat, not every such curve was filed as active; inconclusive means small, poorly fitted or top-dose-only effect, or effect the other way, or a change in a side signal; inactive means no such curve, though single readings can be large or run the other way; the % refers to the polarisation; further: potency means the concentration at half of the fitted maximal effect; on the % scale 0 is the no-effect control and ±100 the full control effect
Target sequence (Q13526 whole entry, looked up): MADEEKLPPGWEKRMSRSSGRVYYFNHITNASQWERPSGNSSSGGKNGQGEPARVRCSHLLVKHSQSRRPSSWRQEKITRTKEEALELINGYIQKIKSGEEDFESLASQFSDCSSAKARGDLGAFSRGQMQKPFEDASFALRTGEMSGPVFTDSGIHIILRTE
TrxR1 substrate = substrates of rat thioredoxin reductase 1; O89049; purified TrxR1 substrate turnover, NADPH consumption readout; Potency, µM (doses to about 114 µM), inactives show top-dose activity change, negative = substrate turnover; hit rate 0.01% among 390,000; further: potency means the concentration at half of the fitted maximal effect; on the % scale 0 is the no-effect control and ±100 the full control effect; nearly all actives have a fitted effect of over 50% in size
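Rat TrxR1, dispensed at 90 nM, was prereduced with 400 uM NADPH (final) for 5 min at ~22 deg C, then incubated with compound 15 min before 400 uM selenite. A first-read NADPH fluorescence drop versus no-compound background flagged substrates.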
* marks the source's active call; other numbers are inactive results; u = inconclusive; x = not tested or not shown; [ ] = dose if it differs, or a comment. Unless noted, the call rests on the fitted dose curve; in most records, active means well fitted inhibition curve with a large enough effect; inconclusive means small, poorly fitted or top-dose-only effect; inactive means no such curve, though single readings can be large or run the other way.

mol | IDH1 R132H inh | USP1-UAF1 inh | TRHR ag | D2 antag | D2 agonist | rTrxR1 inhibitor | TRHR enhancer | Pin1 inhibitor | TrxR1 substrate
Cc1ccc(S(=O)(=O)N2CCN(C(=O)COC(=O)/C=C/c3ccc(F)cc3)CC2)c(C)c1 | -2% | -21% | 0.1 | 3 | 0.1 | 42%[57.1 µM] | -6 | -3% | 5%[57.1 µM]
CCN(CC)S(=O)(=O)c1ccc(NC(=O)CC(NC(C)=O)c2ccccc2)cc1 (stereo not given) | 7% | -6% | 0.2 | -15 | -0.5 | 18% | -7 | 1% | 13%
COC(=O)c1cnc(N2CCN(c3ccc(OC)cc3)CC2)c2ccccc12 | 16% | u | -0.1 | x | -0.8 | 12%[57.1 µM] | -1 | -2% | -2%[57.1 µM]
COc1cccc(-c2nnc(N(C)C(=O)C3CCOC3)s2)c1 (stereo not given) | 2% | -6% | 0.0 | -8 | 0.2 | 12% | 1 | -2% | 9%
CCOC(=O)c1cccc(NC(=O)CSc2nnc(COc3ccccc3C)o2)c1 | 1% | 9% | -1.8 | 10 | -0.5 | 34% | 10 | 1% | 2%
CCCCC(=O)Nc1c(C(=O)N2CCN(c3ccccc3)CC2)oc2ccccc12 | 1% | -21% | -0.8 | x | 0.9 | 9% | -4 | 0% | -7%
CC(C)Cc1ccc(CN2CCC(n3nccc3NC(=O)C3CCCC3)CC2)cc1 | 0% | -30% | 1.0 | 9 | 0.7 | 24% | -4 | u | 2%
COc1ccc2c(c1OC)C(=O)N1C2SC(C)(C)[C@H]1C(=O)NCCCOC(C)C (stereo not given in full) | 12% | -24% | -0.5 | -11 | 0.2 | 21% | 6 | -5% | 13%
CN(C)N1C(=O)c2c(Cl)c(Cl)c(Cl)c(Cl)c2C1=O | -5% | 2% | x | x | x | -7%[2.29 µM] | x | 2% | -8%[2.29 µM]
NC(=O)Cn1nc2sc3ccccc3n2c(=O)c1=O | x | x | 0.2 | 26 | 0.6 | x | 18 | x | x
CC(C)=NNC1=NC(C)(C)Cc2ccccc21 | 3% | u | 0.3 | -4 | 1.1 | 7% | 1 | 0% | -2%
O=c1[nH]c(SCc2ccccc2)nc2c1cnn2-c1ccc(F)cc1 | 6% | -21% | -0.4 | -17 | 0.7 | 4% | 4 | 0% | -5%
COc1ccc(CCN(C)C(=O)CSc2nnc(-c3ccco3)o2)cc1OC | 8% | -13% | -0.7 | 0 | -0.2 | -10% | -4 | -12% | -8%
CCc1cccc(NC(=O)CSc2ncc3c(n2)-c2cc(Cl)ccc2N(C)S3(=O)=O)c1 | -3% | -20% | 0.4 | x | 0.1 | 25%[57.1 µM] | 1 | -3% | 12%[57.1 µM]
O=C(CN1CCCC1)Nc1ccc([N+](=O)[O-])cc1Cl | -4% | -21% | -1.2 | -7 | 0.3 | 5% | 0 | -1% | 1%
O=C(CCN1CCOCC1)N/N=C/c1cc([N+](=O)[O-])ccc1OC(F)F | -6% | -16% | 0.0 | 8 | 0.1 | 12%[57.1 µM] | -6 | 5% | 5%[57.1 µM]
O=S(=O)(NCCc1csc(-c2ccc(F)cc2)n1)c1ccc(Cl)cc1 | 2% | -28% | -0.1 | x | 0.8 | -1%[57.1 µM] | -6 | 0% | -5%[57.1 µM]
O=C(NCc1cccc2[nH]ccc12)C1CCC(=O)N(CCc2ccccc2)C1 (stereo not given) | -2% | -15% | 0.1 | -35 | 0.7 | 15% | 2 | 4% | 4%
c1nc(N2CCNCC2)c2sc3nc(N4CCOCC4)c4c(c3c2n1)CCC4 | x | x | 0.7 | 12 | 0.3 | x | 0 | x | x
CC(=O)Nc1ccccc1-c1nc2ccccc2n(CC(=O)Nc2ccc(C)c(Cl)c2)c1=O | 6% | -7% | -0.4 | x | x | -2% | 20 | -4% | 11%
Cc1ccc(O)c(NC(=O)C2CCCCC2)c1 | 4% | -7% | -1.7 | -6 | -1.7 | 9% | 5 | 2% | -3%
COC(=O)c1ccc(CO/N=C(\NC(C)=O)c2nonc2NC(C)=O)cc1 | -1% | -18% | 0.0 | -1 | 0.0 | 7%[57.1 µM] | 6 | -2% | 12%[57.1 µM]
CC(C)(C)OC(=O)NCCCC[C@@H](C(=O)N1CCN(C(=O)OC(C)(C)C)CC1)n1cc(CCC(=O)O)nn1 | -7% | -10% | -0.1 | -7 | 0.5 | -16%[57.1 µM] | -2 | -5% | -3%[57.1 µM]
COc1cccc(/C=N/NC(=O)CNC(=O)c2ccc(S(=O)(=O)N3CCCC3)cc2)c1OC | 10% | -22% | 0.2 | 2 | -1.2 | 24% | 19 | 1% | 18%
CC(=O)Nc1ccccc1C(=O)C(=O)Nc1cccc(C(=O)NC2CC2)c1 | 4% | -5% | 0.0 | 1 | 1.2 | -9% | 23 | -5% | -7%
CCOC(=O)c1c(N)sc2c(O)c(Br)ccc12 | 8% | -10% | 0.4 | 16 | 0.3 | 20% | 2 | -1% | 4%
O=C(CN1CCC(NC(=O)Nc2ccccc2)CC1)Nc1ccc([N+](=O)[O-])cc1 | 10% | -19% | 0.3 | -10 | 1.5 | u | 0 | -5% | -8%
COc1ccc(-c2csc(NC(=O)C3=COCCO3)n2)cc1OC | 5% | 0% | -0.3 | x | x | -7% | 21 | 4% | -11%
O=C(Oc1cccc2cccnc12)c1ccco1 | 7% | -17% | 0.4 | 2 | 0.8 | 2% | 2 | -6% | -1%
Cc1cc(C)c(NC(=O)COC(=O)CCn2c(C)csc2=O)c(C)c1 | 8% | -12% | -1.4 | x | x | 1% | 4 | 10% | -3%[57.1 µM]
COC(=O)c1cccc(C(=O)N2CCC(CO)(Cc3ccccc3Cl)CC2)c1 | 0% | -32% | 1.5 | -18 | 0.7 | -7% | 11 | 2% | -5%
Cc1nc2ccccc2c2oc(C(=O)N3CC(C)CC(C)C3)cc12 (stereo not given) | -2% | -8% | -1.1 | 4 | -0.7 | 34% | 8 | -2% | 1%
Cc1onc(-c2c(Cl)cccc2Cl)c1C(=O)NC(=S)N1CCOCC1 | 4% | -23% | -0.5 | x | x | -13% | 1 | 0% | 1%
C=CCn1c(SCCOc2ccc(OC)cc2)nnc1C(C)NC(=O)Cc1ccc(OC)cc1 (stereo not given) | 1% | -12% | -1.0 | 5 | 0.7 | 12% | 5 | 0% | 3%
Cc1ccc(OCCCC(=O)NC(C)c2ccccc2)c(C)c1 (stereo not given) | 16% | -18% | -2.5 | 0 | -2.2 | 6% | -4 | 2% | -3%
CCCc1nc(SC2CCCC2)c2c(=O)n(C)c(=O)n(C)c2n1 | -16% | -12% | 0.2 | -14 | 0.3 | 11%[57.1 µM] | -2 | -1% | 8%[57.1 µM]
CCOC(=O)C(C)c1n[nH]c(=O)c2ccccc12 (stereo not given) | 7% | -3% | 0.2 | 7 | -0.3 | 6% | -3 | 0% | 7%
COCCCNC(=O)CN1C(=O)CSc2ncccc21 | -7% | 4% | 0.5 | -6 | 0.8 | -2% | 6 | -15% | -3%
CCOC(=O)c1cccc(-n2nnc3c(sc4nc(C)c(Br)c(C)c43)c2=O)c1 | -5% | 11% | 1.4 | x | x | 3% | -1 | 0% | -7%
CCOc1c(Br)cc(CNc2ccc(N3CCOCC3)cc2)cc1OC | 15% | -26% | 0.4 | 7 | -0.4 | -4% | 2 | -4% | -7%
CSc1nc(NC(C)=O)nc(C)c1Br | 1% | -17% | 0.5 | 9 | -0.7 | -4% | -1 | 0% | -2%
CC(C)=C1C2CC2C2C(C(=O)O)C12 (stereo not given) | 2% | -4% | -0.4 | -22 | 0.8 | 13%[57.1 µM] | 21 | -11% | -10%
CC(C(=O)OCC(=O)NC1CCCC1)N1C(=O)c2ccccc2C1=O (stereo not given) | 0% | -11% | x | x | x | 6% | x | -1% | 5%
Cn1c(=O)n(Cc2ccccc2)c(=O)c2c1nc1n2CCS1 | -4% | -15% | -0.4 | x | x | 16%[57.1 µM] | 8 | -3% | -7%
CCCCS(=O)(=O)N1CCC(C(=O)Oc2ccccc2OC)CC1 | 0% | 2% | -0.5 | -7 | -0.6 | -16% | 1 | -2% | -12%
CCCN(CC(=O)Nc1ccccc1C)C(=O)c1ccc(Cl)c(S(=O)(=O)N2CCCC2)c1 | -10% | -3% | -1.1 | x | x | 4% | -14 | 2% | -2%
c1ccc(OCCCn2ccnc2)cc1 | 16% | -9% | 0.5 | 1 | 0.3 | 1% | -7 | -3% | 2%
COc1ccc(NC(=O)CCc2nc3cccnc3n2-c2ccccc2)c(OC)c1 | -9% | -7% | -1.2 | x | -1.1 | 18% | 2 | -7% | -4%
COc1ccc2c(c1)c1c(c(=O)n(CCc3ccccc3)c(=O)n1Cc1ccccc1)n2C | -6% | -17% | -0.1 | x | -0.2 | 8% | 4 | 0% | 14%
O=C(Sc1ccc(Cl)cc1)c1ccccn1 | 0% | -7% | x | x | x | 1.1µM* | x | -6% | -3%
CC(=O)N(c1ccccc1)C1CCCC1 | 6% | 0% | -0.4 | -8 | 0.7 | -18% | -4 | -2% | -14%
Cc1ccc(CNC(=O)CCC(=O)N2CC(C)Oc3ccccc32)cc1 (stereo not given) | 5% | 1% | -0.2 | -12 | -0.2 | -8%[57.1 µM] | 2 | 0% | 0%[57.1 µM]
O=C(COC(=O)c1ccc2ccccc2c1O)Nc1ccccc1 | 15% | -2% | 0.4 | 6 | 0.4 | 32% | -8 | 5% | 28%
CCCC(c1nnnn1C1CCCCC1)N1CCN(C(=O)c2ccco2)CC1 (stereo not given) | 21% | -8% | -0.5 | -18 | -0.3 | 13%[57.1 µM] | -4 | 0% | 6%[57.1 µM]
COc1ccc(/C=c2\s/c(=C/C(=O)c3ccc(C)cc3)[nH]c2=O)c(OC)c1 | -1% | u | 54* | 20 | 29 | -10%[57.1 µM] | 1 | u | -2%[57.1 µM]
Cc1ccc(CNc2ncnc3c2cnn3-c2ccccc2)cc1 | -4% | -7% | -0.4 | 5 | 0.0 | -5% | -4 | 5% | -1%
CC(C)OC(=O)CC1C(=O)NCCN1C(=S)NC(=O)CCc1ccccc1 (stereo not given) | -2% | -15% | 0.3 | -22 | -0.9 | -15% | 3 | -8% | -10%

Only part of the results is shown; count on the stated rates, not on these rows.
